Source: PubChem BioAssay (National Center for Advancing Translational Sciences (NCATS))
TGFb inhibitor – qHTS for Inhibitors of TGF-b; HepG2 CAGA-GFP TGF-b/SMAD3 reporter, GFP fluorescence, 18 h; TGF-beta stimulated, 500 pg/mL final; Potency, µM (highest dose often 46.1 µM), without a hit: at the top dose activity, negative = inhibition, hits mostly inhibitors; 410,000 tested, 1.2% active; AID 588855, 2011; further: potency means the concentration at half of the fitted maximal effect; on the % scale 0 is the no-effect control and ±100 the full control effect; nearly all actives have a fitted effect of over 65% in size
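GFP signal (ex488/em500-530) from TGF-beta-stimulated HEPG2 CAGA-GFP cells, 500 pg/mL final, 18 h at 37 degrees C in DMEM plus 1% FBS, normalized to unstimulated and DMSO-stimulated controls.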
HepG2 tox – qHTS for Inhibitors of TGF-b: Cytotox Counterscreen | AID 588856, 2011 | Potency, µM (highest dose often 46.1 µM), for inactives: at the highest dose activity change, negative = cytotoxicity, usual class: cytotoxic | HepG2 CAGA-GFP viability, ATP luminescence, 18 h | 410,000 tested, 0.76% active; further: potency means the concentration at half of the fitted maximal effect; some results filed as inactive show a strong effect at the top dose
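CellTiter-Glo luminescence gave cytotoxicity after 18 hours at 37 degrees C. The cells were HepG2 CAGA-GFP in 1% FBS DMEM, stimulated with 500 pg/mL TGF-beta after compound addition. %Activity was normalised to no-cell wells (complete cell-killing) and DMSO (no toxicity), and curves were fitted and classified.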
Nrf2 ARE act – qHTS of Nrf2 Activators; AREc32 ARE-luciferase reporter (MCF7-derived line), luminescence, 24 h; Potency, µM (titrated, usually from 46.1 µM), without a hit: at the highest dose activation, usual class: activators; 410,000 tested, 0.31% active; AID 624171, 2012; further: potency means the concentration at half of the fitted maximal effect; % of control where 0% means no effect; nearly all actives have a fitted effect of over 65% in size
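AREc32_Fluc, 1000 cells/well, OPTI-MEM + 5% FBS, o/n 37 deg C 5% CO2; 23 nL cpd by pin tool, 24 hr; Steady-Glo 30 min RT, luminescence.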
CCT chaperon mod – High-Throughput Screening for Modulators of Cytosolic Chaperonin Activity | purified chaperonin ATPase assay, HTRF ADP detection, 30 min | activity change, % (no concentration beside the values), hits read low | 360,000 tested, 0.3% active; in the data active means activity change below about -30%; further: on the % scale 0 is the no-effect control and ±100 the full control effect
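Enzyme 40 or 20 nM (batch-dependent) in Tris pH 7.4/KCl/MgCl2/DTT; cpd 76 uM single point; ATP 10 uM; 30 min 37 °C; Transcreener ADP HTRF detection, 30 min RT; ratio 665/615.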
Nrf2 block – Nrf2 qHTS screen for inhibitors; A549 ARE-Fluc reporter, luciferase luminescence, 18-24 h; Potency, µM (doses to about 46 µM), without a hit: top-dose activity change, negative = inhibition, hits mostly inhibitors; 360,000 tested, 2.1% active; further: potency means the concentration at half of the fitted maximal effect; on the % scale 0 is the no-effect control and ±100 the full control effect; nearly all actives have a fitted effect of over 60% in size
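A549 ARE_Fluc cells (5000/well, 5% FBS OPTI-MEM) pre-incubated 2 h, then treated with compounds 18-24 h at 37C/5% CO2 in concentration-response. CellTiter-Fluor viability read first; BugLite luciferase luminescence after 15 min at room temperature gives Nrf2 activity.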
Abeta rescue – qHTS for compounds that reverse cellular toxicity of Amyloid beta (A-beta) peptide in yeast: Primary Screen. yeast expressing A-beta42, growth rescue, OD600, 48 h; response scale: 0% DMSO, 100% iron-clioquinol control. Potency, µM (doses to about 46.1 µM), for inactives: at the top dose growth rescue, most hits filed as activators. 410,000 tested, 0.063% active. AID 1347071, 2019; further: potency means the concentration at half of the fitted maximal effect; nearly all actives have a fitted effect of over 55% in size
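Yeast growth medium received pinned compounds, then yeast cells expressing toxic A-beta were added; plates incubated at 30 C for 48 hr. Growth read as absorbance at 600 nm, normalized to DMSO and equimolar FeCl3 plus clioquinol controls.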
A549 tox – Nrf2 qHTS screen for inhibitors: counterscreen for cytotoxicity; 390,000 tested, 0.16% active; A549 ARE-Fluc cells, CellTiter-Fluor viability, 18-24 h; Potency, µM (top dose mostly 46 µM), without a hit: at the top dose activity change, negative = cytotoxicity, usual class: inhibitors; further: potency means the concentration at half of the fitted maximal effect; on the % scale 0 is the no-effect control and ±100 the full control effect
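A549 ARE-Fluc cells in 5% FBS OPTI-MEM, 5000 cells/well, rested 2 h then exposed to compounds in concentration-response for 18-24 h at 37 °C. Viability by CellTiter-Fluor fluorescence (Ex 405/Em 525) after 30 min; luciferase luminescence (BugLite, 15 min, RT) read afterwards.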
pAkt inh – HTS Assay for Inhibitors of Akt Phophorylation: Primary Screen | Neuro2A IGF-stimulated pAkt S473 HTRF, 20 min; active compounds read low | activity change, % for hits at 50 µM | 360,000 tested, 0.32% active; in the data active means activity change below about -80%; inconclusive means mostly about -51% to -80%; further: on the % scale 0 is the no-effect control and ±100 the full control effect
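Neuro2A cells in DMEM with 0.5% FBS, overnight at 37 deg C, given compound at single 50 µM final, then IGF (6 nM final) for 20 min at 37 deg C. Lysed; phospho-Akt Ser473 by HTRF after 24 h, 665/615 ratio.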
MmCpn inh – Inhibitors of TCP-1 ring complex (TRiC) of Methanococcus maripaludis (MmCpn): qHTS; purified Mm-Cpn ATPase, ADP Transcreener TR-FRET; AID 504842, 2011; Potency, µM (highest dose often 76.9 µM), for the others: at the highest dose activity, negative = inhibition, actives largely listed as inhibitors; 330,000 tested, 0.031% active; further: potency means the concentration at half of the fitted maximal effect; on the % scale 0 is the no-effect control and ±100 the full control effect; nearly all actives have a fitted effect of over 80% in size
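Measured: ADP formation by purified Mm-CPN. Conditions: 25 nM protein, 10 uM ATP, Tris pH 7.4 with Mg2+, K+ and DTT, 37°C for 30 min. Detection: Transcreener HTRF after 30 min at room temperature.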
An asterisk follows results filed as active; i = inactive; ? = inconclusive; · = not tested or not shown; & = joins results of further samples; [ ] = another dose, or the depositor's remark. Unless noted, the call rests on the fitted dose curve; in most records, active means well fitted curve in the direction sought with a large enough effect; inconclusive means small, poorly fitted or top-dose-only effect, or another doubt; inactive means no such curve, though single readings can be large; an effect the other way counts as inactive or inconclusive.

SMILES	TGFb inhibitor	HepG2 tox	Nrf2 ARE act	CCT chaperon mod	Nrf2 block	Abeta rescue	A549 tox	pAkt inh	MmCpn inh
Cc1ccc(S(=O)(=O)C(CNC(=O)C(=O)NCc2ccccc2C)c2cccs2)cc1 (stereo unspecified)	-16.1%	-14.0%	4.2%	·	·	8.2%	10.1%	·	·
COc1nc(-c2ccccc2)ccc1-c1noc(COc2ccccc2)n1	0.7%	-18.0%	-0.7%	0.5	-3.9%	7.6%	0.2%	i	·
C=CCn1c(SCC(=O)/C(C#N)=C(\C)N)nc2sc(CC)cc2c1=O	?	-10.6%&-6.1%	2.4%&-0.6%	-11.2&-1.8	?	-7.6%&10.1%	-9.8%&-18.1%	i	-21.0%
O=C(NCc1nc2ccccc2[nH]1)c1cccc(Cl)c1	-4.7%	-10.7%	?	·	13.1%	0.7%	-7.2%	·	·
O=C(NCCCn1ccnc1)Nc1ccc2c(c1)OCO2	4.4%	-1.2%	3.4%	1.1	?	?	-2.6%	i	-0.4%
Cc1ccccc1OCC(=O)OCc1cc(=O)n2nc(C3CC3)sc2n1	2.3%	-11.2%	0.1%	·	?	-17.3%	0.4%	·	·
Nc1nc(CN2CCN(c3ccccc3)CC2)nc(N2CCCc3ccccc32)n1	-1.7%	-25.9%	-0.6%	0.4	8.5%	7.9%	0.0%	i	-5.9%
S=C(NNc1ccnc2cc(Cl)ccc12)Nc1ccccc1Cl	?	-18.1%	13.3%	1.4	?	-0.4%	-16.5%	i	0.0%
CC(=O)c1c(C)[nH]c(C(=O)CSc2nc3ccccc3n2C)c1C	5.2%	-5.4%	2.3%	0.7	14.6µM*	-12.9%	-3.0%	-85.0%*	-1.9%
O=C(Cc1csc2ccccc12)NCc1cccc(Br)c1	-2.3%	-12.8%	5.8%	·	?	6.4%	8.0%	·	·
CCN(CC)CCCn1c(C)cc2c(c1=O)C(c1ccccc1)C(C#N)=C(N)O2 (stereo unspecified)	?	1.6%	1.1%	-1.2	4.9%	6.1%	1.5%	i	1.9%
CN(CC(=O)NCc1ccccc1F)S(=O)(=O)c1ccc(Cl)cc1	-0.9%	15.9%	-0.8%	1.4	-17.3%	-18.5%	21.7%	i	-1.6%
CCN(CC)S(=O)(=O)c1ccc(N2CCOCC2)c(NC(=O)c2nn(C(C)C)c(=O)c3ccccc23)c1	-0.8%	4.9%	0.3%	-3.4	·	-3.4%	·	i	·
Cc1ccc(-n2c(=O)c3cccnc3n2CC(=O)Nc2ccc(C)cc2Cl)cc1	4.4%	8.4%	5.3%	·	-6.1%	-8.0%	0.3%	·	·
Cc1nnsc1S(=O)(=O)c1ccccc1	0.0%	1.7%	1.4%	-0.6	8.2µM*	1.8%	-0.3%	i	-0.5%
COc1cc(-c2cc(=O)c3c(C)cc(O)cc3o2)cc(OC)c1OC	18.1%	1.1%	5.4%	-4.9	6.0%	-11.5%	-3.7%	i	·
COc1ccc(COC(=O)c2cccc(S(=O)(=O)N3CCCC3)c2)cc1F	3.1%	8.6%	-0.1%	-1.0	2.6%	-4.9%	-1.8%	i	1.3%
COc1cccc(NC(=O)CSc2nnc(-c3cccc(OC(C)C)c3)n2N)c1	-8.1%	-13.5%	0.6%	1.6	1.2%	19.7%	1.9%	i	-0.6%
CCOc1ccc(Cn2c(-c3ccc(OCC)c(OC)c3)nc3ccccc32)cc1OC	-8.9%	-14.3%	0.4%	·	1.1%	-4.8%	4.9%	·	·
CCCCC(=O)Nc1ccc(C(=O)NCCc2ccccc2)cc1	0.0%	19.2%	2.5%	-3.6	1.2%	-6.1%	1.5%	i	1.8%
Cc1ccccc1C(=O)Nc1nnc(CC(=O)N/N=C/c2cn(Cc3ccccc3)c3ccccc23)s1	?	-57.8%	4.3%	0.5	-19.3%	9.0%	-14.8%	i	-1.1%
COc1ccc(OC)c(NC(=O)c2cccnc2)c1	14.5%	3.2%	-0.1%[9.22 µM]	1.6	-12.5%	1.9%	-2.1%	i	-1.3%
O=C(CO/N=C/c1ccccc1)Nc1c(F)c(F)c(F)c(F)c1F	-10.2%	-12.5%	-0.6%	-5.0	-2.1%	-13.5%	3.8%	i	-6.6%
Cc1ccc(CNC(=O)CN2C(=O)C3(OCCCO3)c3ccccc32)cc1	0.8%	-2.1%	-0.2%	0.0	-27.1%	19.4%	-9.6%	i	-5.1%
CN1CCN(c2ccccc2NS(=O)(=O)c2ccc3c(c2)CCN3C(=O)C2CCC2)CC1	0.0%	-48.5%	2.4%	-1.5	-3.3%	19.3%	0.5%	i	·
Next part
SMILES	TGFb inhibitor	HepG2 tox	Nrf2 ARE act	CCT chaperon mod	Nrf2 block	Abeta rescue	A549 tox	pAkt inh	MmCpn inh
Cc1ccccc1CCNC(=O)C1CCCN(c2cnccn2)C1 (stereo unspecified)	7.4%	0.7%	-0.5%	1.6	-1.5%	10.5%	-8.9%	i	-2.1%
O=C(c1cc2ccccc2oc1=O)N(Cc1ccccc1)CC1CCCO1 (stereo unspecified)	-25.3%	-8.0%	-0.1%	-1.3	-15.1%	21.0%	6.1%	i	-0.2%
CCOC(=O)c1cnc2c(C)c(Cl)ccc2c1N1CCN(CC)CC1	23.2%	-20.9%	5.9%	-3.9	1.3%	13.5%	-0.5%	i	0.4%
CCc1cccc(CC)c1NC(=O)C(Cc1ccccc1)NS(=O)(=O)c1cccc2nsnc12 (stereo unspecified)	-8.9%	-0.5%	3.4%	·	7.5%	-6.6%	0.4%	·	·
Cn1cc2cc(NC(N)=S)ccc2n1	-14.3%	0.2%	-0.1%	2.0	11.5%	-10.5%	-3.8%	i	-9.3%
CCOC(=O)CN1C(=O)C(O)(c2c(C)[nH]c3ccccc23)c2ccccc21 (stereo unspecified)	-9.0%	4.0%	-0.7%	-0.6	14.2%	-4.8%	-3.3%	i	-0.1%
O=C(Nc1cccc2ccccc12)N(c1ccccc1)c1ccccc1	?	-30.6%	0.4%	-0.5	-3.0%	7.8%	20.2%	i	·
CCCc1nc2cc3c(cc2[nH]1)n(C)c(=O)n3C	1.6%	-18.5%	0.7%	-3.6	-5.7%	-8.7%	-4.6%	i	0.1%
CC(=O)[C@H]1[C@H](CCc2ccccc2)NC(=O)N(Cc2ccccc2)[C@@H]1C	1.5%	-4.8%	4.3%	-5.0	6.9%	-9.5%	6.7%	i	0.9%
CC1(C)CC(=O)c2cc(C(=O)O)c(=O)n(-c3ccccc3)c2C1	-10.2%	-20.5%	-0.9%	-1.9	2.9%	-3.4%	-2.9%	i	1.2%
COc1ccccc1/C=N/NC(=O)c1ccc(-c2ccccc2)cc1	-8.0%	-8.9%	-0.4%	-1.3	5.4%	-27.4%	4.3%	i	1.3%
O=C(CNC(=S)N(CCCN1CCOCC1)Cc1cccs1)NCCCN1CCOCC1	7.7%	-30.0%	-0.1%	-1.1	8.8%	-15.3%	7.7%	i	1.4%
OCC(CO)(CO)NCC(O)CN1c2ccccc2Sc2ccccc21 (stereo unspecified)	-2.4%	-14.8%	-0.6%	-2.3	2.5%	-8.7%	-7.6%	i	1.0%
Cc1ccc(C(=O)N/N=C\C=C\c2ccccc2[N+](=O)[O-])cn1	-11.0%	-12.7%	9.9%	-0.8	1.8%	-11.6%	-1.3%	i	0.7%
CC1c2ccsc2CCN1C(=O)NC(=O)c1ccc(Cl)cc1 (stereo unspecified)	-18.0%	-44.1%	1.0%	0.5	-10.6%	1.6%	-0.3%	i	2.3%
CCC(=O)NC(c1cccs1)c1cc(Cl)c2cccnc2c1O (stereo unspecified)	?	16.6%	-0.3%	-2.2	?	13.2%	-10.4%&-21.7%	i	1.7%
CC1CN(Cc2csc(-c3ccc(Cl)cc3)n2)CC(C)O1 (stereo unspecified)	?	-22.4%	0.3%	-0.3	?	-4.1%	-0.3%	i	-1.4%
Cc1cc(C)c2nc(N3CCCC(C(=O)NCCCN4CCOCC4)C3)sc2c1 (stereo unspecified)	-19.1%	-42.2%	2.8%	-1.2	?	5.9%	-2.3%	i	0.8%
CC(NC(=O)C(=O)NN=C1CCC(C(C)(C)C)CC1)c1ccccc1 (stereo unspecified)	0.7%	8.8%	-0.3%	0.3	8.3%	8.5%	0.2%	i	1.5%
CCC(C)NC(=O)CCC(=O)Nc1ccc2nc(N3CC(C)CC(C)C3)cc(C)c2c1 (stereo unspecified)	0.0%	15.7%	0.0%	-1.1	?	-4.8%	0.6%	i	0.0%
CCCC[C@@H]1C=C(C(=O)O)[C@H](c2ccc(Cl)cc2)N1S(=O)(=O)c1ccc(C)cc1	-15.0%	0.7%	-0.7%	1.5	-20.1%	-0.7%	-2.3%	i	2.4%

Arranged by count of non-hydrogen atoms (low to high): some entries from above
SMILES	TGFb inhibitor	HepG2 tox	Nrf2 ARE act	CCT chaperon mod	Nrf2 block	Abeta rescue	A549 tox	pAkt inh	MmCpn inh
O=C(Cc1csc2ccccc12)NCc1cccc(Br)c1	-2.3%	-12.8%	5.8%	·	?	6.4%	8.0%	·	·
CC(=O)[C@H]1[C@H](CCc2ccccc2)NC(=O)N(Cc2ccccc2)[C@@H]1C	1.5%	-4.8%	4.3%	-5.0	6.9%	-9.5%	6.7%	i	0.9%
O=C(CNC(=S)N(CCCN1CCOCC1)Cc1cccs1)NCCCN1CCOCC1	7.7%	-30.0%	-0.1%	-1.1	8.8%	-15.3%	7.7%	i	1.4%
